Bioassay records (PubChem BioAssay)
SIRT5 block: blocks human SIRT5 desuccinylation of peptide | Q9NXA8 | Purified SirT5, succinyl-peptide AMC, trypsin-coupled fluorescence | inhibition, % at 15 µM | 330,000 tested, 1.1% active | AID 652115; in the data active = inhibition above about 15%
Target sequence (Q9NXA8 whole entry, looked up): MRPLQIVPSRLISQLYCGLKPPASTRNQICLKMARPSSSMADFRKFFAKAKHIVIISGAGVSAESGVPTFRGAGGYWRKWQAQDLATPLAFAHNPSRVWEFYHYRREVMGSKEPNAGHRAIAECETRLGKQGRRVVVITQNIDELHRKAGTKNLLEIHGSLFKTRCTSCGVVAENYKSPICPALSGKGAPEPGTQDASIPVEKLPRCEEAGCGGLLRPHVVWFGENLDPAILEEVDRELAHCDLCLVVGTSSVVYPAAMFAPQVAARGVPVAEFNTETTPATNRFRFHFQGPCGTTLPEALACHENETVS
esBAF inh: blocks esBAF chromatin remodeling in mouse ES cells. Bmi1-luciferase knock-in reporter, 24 h; 100% = twice the neutral-well signal. 350,000 tested, 2% active. reporter increase, % at 12.5 µM; in the data active = activation above about 40%;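 also: 0% = median of the plate's neutral control wells and 100% = double that signal; a rise in the Bmi1 reporter signal indicates esBAF inhibition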
Cneo AK release: Cryptococcus neoformans lysis via adenylate kinase release. C. neoformans lysis, adenylate kinase release luminescence, 4 h; normalised: neutral wells 0, clomiphene wells 100. 360,000 tested, 0.2% active. AID 651654. lysis activity, % at 15 µM;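 active = mean lysis activity across replicates of at least 80%, whatever share of replicates individually reach that level; inactive = mean lysis activity below 80%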
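Material – log-phase Cryptococcus neoformans yeast cells · Input – 5 × 10^6 yeast cells/mL · Medium – fresh YPD growth medium · Doses – single compound concentration per well · Timing – static 4 h at 37 °C with compound, 1 h detection · Detection – adenylate kinase release luminescence · Read-out – signal increase indicating cell lysis · Control set – Clomiphene as positive lysis control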
C2C12 statin: protects C2C12 myotubes from simvastatin toxicity. ATP luminescence, 48 h; scaled: DMSO 0, geranylgeraniol control 100. rescue of ATP level, % at 7.49 µM. 330,000 tested, 0.78% active. AID 602340;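 active = mean ATP rescue above about 67%, or every replicate alone reaching that limit, limit read from the data, passing the limit was not always enough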;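 also: myotubes were challenged with 10 µM simvastatin during compound exposure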
ARNT TACC3 PPI: ARNT/TACC3 interaction disruption; Q9Y6A5; AlphaScreen His-ARNT PAS-B/GST-TACC3 binding, luminescence; TACC3 fragment carries E629A point mutation; inhibition, % at 9.99 µM; 390,000 tested, 0.66% active;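 active = mean inhibition of replicates at least 50% and at least half of replicates each reaching 50%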;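 also: 0% = complete ARNT plus TACC3 wells and 100% = ARNT alone without TACC3; many hits fall short of the cut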
miR122 inh: inhibitors of miR-122 in Huh7 cells. activation (reporter increase), % at 12.5 µM. 340,000 tested, 0.3% active. Huh7 miR-122 Renilla luciferase sensor, 48 h; neutral wells = 0, positive control = 100;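 active = mean replicate activation score at least 90 and every replicate individually at or above 90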;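 also: higher luciferase means less miR-122 activity so hits act as miR-122 inhibitors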
ERp5 block: inhibitors of human ERp5 | Q15084 | ERp5 insulin aggregation, absorbance 650 nm, 90 min | inhibition, % at 9.99 µM | 350,000 tested, 0.05% active;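 active = mean replicate inhibition above about 25%, with every replicate also reaching it, limit read from the data, passing the limit was not always enough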
Target sequence (Q15084 whole entry, looked up): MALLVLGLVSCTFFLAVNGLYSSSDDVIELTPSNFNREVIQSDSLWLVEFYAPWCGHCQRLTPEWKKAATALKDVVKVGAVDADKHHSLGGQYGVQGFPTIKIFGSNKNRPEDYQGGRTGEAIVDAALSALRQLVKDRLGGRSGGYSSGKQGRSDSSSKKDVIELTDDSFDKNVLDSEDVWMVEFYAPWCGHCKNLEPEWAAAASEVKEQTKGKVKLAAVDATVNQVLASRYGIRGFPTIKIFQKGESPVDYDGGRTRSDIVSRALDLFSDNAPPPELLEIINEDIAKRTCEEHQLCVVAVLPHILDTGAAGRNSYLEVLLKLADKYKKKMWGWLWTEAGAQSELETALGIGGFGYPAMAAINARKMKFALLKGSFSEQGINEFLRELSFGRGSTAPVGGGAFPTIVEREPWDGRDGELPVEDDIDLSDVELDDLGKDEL
Starred values were filed as active, the others as inactive; nt = not tested or not shown; [ ] = dose if it differs, or a comment. Random draw from the library. Share with any hit: about 4%.

| molecule | SIRT5 block | esBAF inh | Cneo AK release | C2C12 statin | ARNT TACC3 PPI | miR122 inh | ERp5 block |
| --- | --- | --- | --- | --- | --- | --- | --- |
| CCOC(=O)c1c(C)[nH]c(C(=O)OCC(=O)Nc2ccc(Cl)cn2)c1C | -1 | -1 | 0 | 0 | -1 | 4 | 1 |
| CSc1ccc(C(=O)c2[nH]c(=O)[nH]c2C)cc1 | 3 | 9 | -1 | 3 | -3 | -1 | 4 |
| CC(C)N(Cc1nc(-c2ccccc2)no1)C(=O)CN(C)S(=O)(=O)c1ccc(Br)cc1 | nt | 8 | 6 | 10 | -2 | nt | nt |
| O=C(CSc1nnc(CCCOc2ccc(Cl)cc2Cl)o1)Nc1ccc(C(=O)O)cc1 | nt | 1 | -4 | 3 | -5 | -5 | nt |
| CO[C@@H]1CN(C)C(=O)c2cc(NC(=O)c3ccccc3)ccc2OC[C@@H](C)N(C(=O)C2CC2)C[C@H]1C | 5 | -3 | 50 | -3 | 12* | -4[16.7 µM] | -6 |
| Cc1cccc(NC(=O)c2ccc(OCc3c(C)noc3C)cc2)n1 | -5 | 4 | 0 | -5 | -1 | -7 | -2 |
| COc1cccc(NC(=S)N(Cc2cccc(Br)c2)CC2CCC(C(=O)O)CC2)c1 (stereo unspecified) | -1 | 3 | -1 | 11 | 6 | 3 | 0 |
| OCCC1CN(Cc2ccc(F)cc2Cl)CCN1CCc1ccccc1 (stereo unspecified) | -1 | 2 | 0 | 5 | -10 | 6 | 0 |
| COc1ccc(S(=O)(=O)N2CCN(C(=O)C3CC3)CC2)cc1Br | 1 | -1 | 3 | 4 | -7 | nt | -1 |
| C[C@@H]1CN([C@@H](C)CO)C(=O)c2cccc(NC(=O)Nc3ccccc3)c2O[C@H]1CN(C)Cc1ccc(Oc2ccccc2)cc1 | 8 | 1 | 0 | 24 | 9 | -5[16.7 µM] | 2 |
| Cc1ccc(C(=O)NNC(=O)c2ccccc2-n2cccc2)cc1 | -2 | nt | nt | nt | -6 | nt | -1 |
| O=c1ccc2cc([N+](=O)[O-])c(CCO)cc2o1 | -5 | -3 | -1 | -4 | 0 | -5 | 2 |
| COc1ccc(N(CC(=O)N2CCc3ccccc32)S(=O)(=O)c2c(C)nn(C)c2C)cc1 | 0 | -2 | 1 | -6 | -2 | -5 | 5 |
| Cc1noc(C)c1NC(=O)Nc1ccc2c(c1)C(=O)N([C@@H](C)CO)C[C@H](C)[C@@H](CN(C)Cc1ccncc1)O2 | -6 | 3 | -1 | -9 | 0 | -5[16.7 µM] | 3 |
| O=C(NCc1ccc2c(c1)OCO2)c1nc(Cn2ccc([N+](=O)[O-])n2)no1 | -2 | -7 | 0 | 3 | 2 | -4 | 5 |
| CS(=O)(=O)N1CCc2cc(C(=O)Nc3cccc([N+](=O)[O-])c3)ccc21 | 3 | 4 | 0 | -8 | 0 | 2 | 1 |
| Cc1ccc(OCC(O)Cn2c(=N)n(CCN3CCOCC3)c3ccccc32)cc1 (stereo unspecified) | nt | 7 | 0 | -4 | -1 | -1 | nt |
| O=C1c2ccccc2C(=O)N1Cc1nc(-c2ccncc2)no1 | -3 | 0 | -8 | -1 | 1 | 0 | 1 |
| CCC(=O)Nc1ccc(S(=O)(=O)NCC2CCCO2)cc1 (stereo unspecified) | nt | 0 | 12 | 7 | -5 | nt | nt |
| COc1ccc(N2CCN(C(=O)c3nc4nc(C)cc(C)n4n3)CC2)cc1 | 1 | 2 | -1 | 6 | 0 | -6 | 1 |
| CCc1cc2c(=O)n(Cc3ccco3)c(SCC(=O)NC3CCS(=O)(=O)C3)nc2s1 (stereo unspecified) | -1 | nt | nt | nt | -7 | nt | -3 |
| COCCNC(=O)C(c1ccc(F)cc1)N(C(=O)CCC(=O)Nc1ccccn1)C1CCCCC1 (stereo unspecified) | nt | -3 | -1 | -3 | -2 | -4 | 1 |
| Cc1noc(C)c1NC(=O)Nc1ccc2c(c1)C(=O)N([C@@H](C)CO)C[C@H](C)[C@H](CN(C)C(=O)NC(C)C)O2 | -1 | 6 | -2 | 19 | -2 | 4[16.7 µM] | 0 |
| CCS(=O)(=O)N[C@H]1CC[C@@H](CC(=O)NCc2ccc(F)cc2)O[C@@H]1CO | 2 | 2 | 0 | 5 | 12 | -5[16.7 µM] | 1 |
| Cc1ccc(C(=O)N/N=C2\CC3CC=CC23)c(C)c1 (stereo unspecified) | 1 | nt | nt | nt | -4 | nt | 2 |
| CCOC(=O)C1=C(C(=O)OCC)c2ccc(OC)c(OC)c2C1 | -1 | 4 | nt | 5 | 4 | -5 | 5 |
| Oc1[nH]c(N=C2N=c3ccccc3=N2)c2ccccc12 | -5 | 11 | -6 | 41 | 3 | nt | 3 |
| CCc1nc2ccc(C(=O)NCCOc3ccc(OC)cc3)cn2c1N(C)Cc1cccs1 | 2 | 2 | 0 | 48 | nt | -1 | -1 |
| COCCNC(=O)[C@H]1[C@H](CO)[C@H]2Cn3c(ccc(-c4ccccc4F)c3=O)[C@H]2N1C(=O)C1CC1 | -7 | 1 | -5 | 1 | 1 | -3[16.7 µM] | -4 |
| COc1ccccc1NC(=S)NC(NC(=O)c1ccco1)C(Cl)(Cl)Cl (stereo unspecified) | -3 | nt | nt | nt | -6 | nt | 2 |
| COc1ccc(C(=S)N2CCOCC2)cc1OC(=O)c1cccc([N+](=O)[O-])c1 | -1 | nt | nt | nt | 10 | nt | 2 |
| CCc1ccc(CC2S/C(=C(\C#N)C(C)=O)NC2=O)cc1 (stereo unspecified) | nt | nt | -1 | nt | -2 | -2 | nt |
| CCOC(=O)N1CCN(C(=O)COc2cc(=O)n(C)c3ccccc23)CC1 | nt | 0 | -3 | -1 | 17 | -8 | nt |
| Cc1cc(C)c(S(=O)(=O)c2ccccc2C)c(N(C)C)n1 | nt | -1 | 3 | -25 | -6 | -2 | nt |
| CC(C)c1nc(SCC(=O)N2CC(=O)Nc3ccccc32)c2ccccc2n1 | -1 | 6 | -1 | 17 | -6 | 0 | 10 |
| Cc1ccc(NC(=O)c2cc(=O)[nH]c3ccccc23)cc1C | -4 | 3 | 0 | -16 | -2 | -2 | 3 |
| O=C(Cn1cnc2c(nnn2-c2ccccc2)c1=O)N1CCCc2ccccc21 | -11 | 2 | 0 | 2 | nt | -2 | -2 |
| CCOC(=O)CC1C(=O)NCCN1S(=O)(=O)c1ccc(Cl)cc1 (stereo unspecified) | nt | 5 | -1 | -7 | -4 | -4 | nt |
| Cc1csc(=O)n1CC(=O)OCC(=O)NC(C)c1ccc(F)cc1 (stereo unspecified) | -1 | -1 | 2 | 7 | 2 | -3 | 2 |
| COc1ccc(NC(=O)CCCc2nnc3n(C)c(=O)c4sccc4n23)cc1 | -6 | 4 | 0 | 0 | -2 | -1 | 5 |
| COc1ccc(OC)c(C(=O)NC(CC(N)=O)c2ccc(NCc3ccccn3)c([N+](=O)[O-])c2)c1 (stereo unspecified) | -2 | -8 | -2 | 10 | 21 | 0 | -3 |
| O=C1c2cnccc2CN1Cc1ccccc1 | nt | nt | -3 | nt | -5 | -3 | nt |
| Cc1ccccc1OCCNC(=O)CSc1ccc(C(F)(F)F)cc1[N+](=O)[O-] | 5 | nt | nt | nt | -4 | nt | 7 |
| N#Cc1c(NC(=O)CSc2ncn[nH]2)sc2c1CCCC2 | nt | -58 | -2 | 11 | -12 | 3 | nt |
| Cc1ccc(-c2csc(NC(=O)c3cccs3)n2)cc1 | nt | 54* | -2 | 112* | -1 | -4 | nt |
| CCOC(=O)c1sc(=S)n(Cc2ccccc2)c1C | 0 | nt | nt | nt | -9 | nt | 0 |
| CCOc1cc(/C=C2/C(=O)N(c3ccccc3)N=C2C)ccc1OC(=O)c1cccs1 | -1 | nt | nt | nt | 9 | 2 | 6 |
| COc1ccc(CNC(=O)CCCn2nc(C)n3c(cc4sccc43)c2=O)cc1 | 0 | 1 | 0 | 7 | -5 | -5 | -2 |
| CC(C)NC(=O)Nc1ccc2c(c1)C(=O)N([C@H](C)CO)C[C@@H](C)[C@@H](CN(C)S(=O)(=O)c1ccc(Cl)cc1)O2 | -1 | -3 | -1 | -3 | -9 | 36[16.7 µM] | -7 |
| C[C@@H](NC(=O)N(C)C[C@@H]1OCc2ccccc2-c2c(n(C)c3ccccc23)C(=O)N([C@@H](C)CO)C[C@@H]1C)c1ccccc1 | -4 | -6 | -4 | -3 | -17 | nt | 4 |
| Cc1oc(-c2ccccc2F)nc1CN1CCC(C(=O)NCc2cccnc2)CC1 | nt | -1 | 3 | -8 | 0 | -7 | nt |
| CC(C)c1cn(CC[C@@H]2CC[C@@H](NC(=O)C3CC3)[C@H](CO)O2)nn1 | -1 | -2 | -6 | -7 | -7 | nt | 8 |
| Cc1ccc(/C(=N/Nc2nc3ccccc3s2)C2=C(O)c3ccccc3C2=O)cc1 | -3 | nt | nt | nt | -6 | nt | 2 |
| N#CCC(=O)N/N=C/c1c(-c2ccccc2)n(-c2ccccc2)c2ccccc12 | -2 | 2 | -1 | 57 | nt | -4 | 6 |
| Cc1ccc(C(=O)NCCOc2cccc3cccnc23)cc1Cl | -2 | nt | nt | nt | -2 | nt | 1 |
| O=C(N/N=C/c1ccc([N+](=O)[O-])o1)c1ccc(O)cc1 | 6 | -29 | 1 | 17 | 1 | -18 | -1 |

Some of the entries so far, field by field:
structure: CC(C)c1cn(CC[C@@H]2CC[C@@H](NC(=O)C3CC3)[C@H](CO)O2)nn1
  SIRT5 block: -1
  esBAF inh: -2
  Cneo AK release: -6
  C2C12 statin: -7
  ARNT TACC3 PPI: -7
  miR122 inh: nt
  ERp5 block: 8
structure: Cc1ccc(/C(=N/Nc2nc3ccccc3s2)C2=C(O)c3ccccc3C2=O)cc1
  SIRT5 block: -3
  esBAF inh: nt
  Cneo AK release: nt
  C2C12 statin: nt
  ARNT TACC3 PPI: -6
  miR122 inh: nt
  ERp5 block: 2
structure: N#CCC(=O)N/N=C/c1c(-c2ccccc2)n(-c2ccccc2)c2ccccc12
  SIRT5 block: -2
  esBAF inh: 2
  Cneo AK release: -1
  C2C12 statin: 57
  ARNT TACC3 PPI: nt
  miR122 inh: -4
  ERp5 block: 6
structure: Cc1ccc(C(=O)NCCOc2cccc3cccnc23)cc1Cl
  SIRT5 block: -2
  esBAF inh: nt
  Cneo AK release: nt
  C2C12 statin: nt
  ARNT TACC3 PPI: -2
  miR122 inh: nt
  ERp5 block: 1

(listing goes on)
| molecule | SIRT5 block | esBAF inh | Cneo AK release | C2C12 statin | ARNT TACC3 PPI | miR122 inh | ERp5 block |
| --- | --- | --- | --- | --- | --- | --- | --- |
| CCCS(=O)(=O)N1CCC(C(=O)NCCC(C)C)CC1 | 1 | nt | nt | nt | 16 | nt | 7 |
| NC(=NC(=O)c1cccc(C(F)(F)F)c1)c1ccc(C(F)(F)F)cn1 | -6 | 32 | -4 | -4 | -4 | 11 | -5 |
| CO[C@H]1CN(C)C(=O)c2cc(C#N)ccc2OC[C@@H]2O[C@H](CC[C@H]2OC)CCN(C)C(=O)[C@@H]1C | -2 | -6 | 6 | 5 | -4 | nt | -1 |
| O=C(c1ccc2ccccc2c1O)N1CCCCC1 | nt | 56* | 0 | 2 | nt | 23 | -2 |
| COc1ccc(C(=O)NCCCSC)cc1OC1CCN(C(C)C)CC1 | -5 | 4 | 0 | 1 | -6 | 0 | 2 |
| CCNC(=S)N(Cc1ccccc1)Cc1nc2ccccc2c(=O)[nH]1 | -3 | nt | -1 | nt | -1 | -3 | -1 |
| C[C@@H]1CN([C@@H](C)CO)C(=O)c2cc(N(C)C)ccc2O[C@H]1CN(C)S(C)(=O)=O | 9 | 4 | 4 | -34 | -13 | -2[16.7 µM] | 7 |
| Cc1sc(NC(=O)C2=COCCO2)c(C#N)c1C | -6 | nt | -3 | 14 | -7 | 1 | -1 |
| CCC1CCCCN1C(=O)c1ccc(OC2CCN(C(=O)COC)CC2)cc1 (stereo unspecified) | -4 | -9 | -1 | 3 | nt | 4 | -1 |
| O=[N+]([O-])c1cc(Cl)cc(/C=N/NC(=S)Nc2ccc(S(=O)(=O)N3CCOCC3)cc2)c1O | 7 | 0 | 1 | 7 | 70* | -3 | 1 |
| O=C(N[C@H]1CC[C@H](CCNS(=O)(=O)c2ccc(F)cc2)O[C@@H]1CO)C1CCCC1 | -2 | 1 | -2 | 0 | -1 | 13[16.7 µM] | -6 |
| O=C(CC(=O)Nc1ccccc1[N+](=O)[O-])Nc1ccccc1[N+](=O)[O-] | -1 | 9 | 0 | -15 | 3 | 6 | 3 |
